pCIP destab – compounds decreasing mouse p/CIP protein stability | F442A p/CIP-EGFP cells, EGFP fluorescence, 16 h | Q05BA5 | decrease of EGFP signal, % at 10 µM | 290,000 compounds, 0.01% hits;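 active = EGFP signal decrease of at least 30% at 10 µM or well 3 SD below plate mean, unless failing retest; inactive = the rest, including hits failing retest or dose response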; also: some compounds called inactive have numbers as strong as hits; many of its hits are not listed in these tables
UBC9 SUMO inh – SUMOylation inhibition. 290,000 compounds, 0.36% hits. inhibition, % at 35 µM. HTRF SUMOylation assay, SAE1/SAE2 + UBC9, in vitro. P63279; in the data active = inhibition above about 50%, passing the limit was not always enough; also: strong numbers were not always called active
Target sequence (P63279 whole entry, looked up): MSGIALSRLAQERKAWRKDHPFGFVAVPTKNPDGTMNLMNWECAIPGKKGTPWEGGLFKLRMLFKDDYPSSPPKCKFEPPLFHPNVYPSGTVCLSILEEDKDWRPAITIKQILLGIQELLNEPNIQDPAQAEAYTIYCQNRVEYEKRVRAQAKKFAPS
PHOSPHO1 inh – inhibitors of human PHOSPHO1 phosphatase; 290,000 compounds, 1.1% hits; AID 1565; recombinant PHOSPHO1, absorbance phosphatase assay; inhibition, % at 13.3 µM; in the data active = inhibition above about 60%
Target sequence (Q8TCT1 whole entry, looked up): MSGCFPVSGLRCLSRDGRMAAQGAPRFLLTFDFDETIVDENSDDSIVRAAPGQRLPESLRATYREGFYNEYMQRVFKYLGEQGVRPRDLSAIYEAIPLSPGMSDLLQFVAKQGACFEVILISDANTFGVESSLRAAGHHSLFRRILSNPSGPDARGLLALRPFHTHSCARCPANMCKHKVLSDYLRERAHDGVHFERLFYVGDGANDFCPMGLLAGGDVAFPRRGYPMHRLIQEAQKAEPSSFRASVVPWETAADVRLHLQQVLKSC
IDE act – IDE (human) activation, cell-based. HEK cells, FAbeta-B cleavage, fluorescence polarization; 0% vehicle, 100% cell-free pure enzyme wells. activation, % at 5.96 µM. 340,000 compounds, 0.073% hits;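 active = activation above the mean of all tested compounds plus 3 SD, set per screening campaign, cut at about 17% in these data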
FID counter – counter-screen for HCV NS3 helicase inhibitors: DNA intercalator displacement; DNA fluorescent intercalator displacement, fluorescence; 290,000 compounds, 0.17% hits; inhibition, % at 7.9 µM; AID 1845; in the data active = inhibition above about 37%;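 also: 0% = vehicle and 100% = reference compound; higher means more ethidium bromide displaced from hairpin DNA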
IMP-1 inh – inhibitors of Pseudomonas aeruginosa IMP-1 metallo-beta-lactamase. 290,000 compounds, 0.45% hits. purified IMP-1, nitrocefin hydrolysis, epi-absorbance fluorescence. inhibition, % at 5.6 µM;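 active = inhibition above the mean plus 3 SD of all compounds in the same screening run, cut at about 4.5% in these data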;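 also: 0% = IMP-1 with DMSO and 100% = DMSO wells lacking enzyme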
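Material – recombinant IMP-1 enzyme, purified · Amount – IMP-1 0.2 nM before substrate addition · Medium – HEPES buffer pH 7.1 with ZnSO4 and Brij 35 · Timing – 25 °C, 15 min preincubation, 25 min reaction · Measured by – plate fluorescence quenching by hydrolysis product, ex 480/em 530 nm · Read-out – percent enzyme inhibition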
VIM-2 inhibitor – blocks Pseudomonas aeruginosa VIM-2 metallo-beta-lactamase. purified VIM-2, nitrocefin hydrolysis, epi-absorbance fluorescence. inhibition, % at 5.6 µM. 290,000 compounds, 0.89% hits. AID 1527;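 active = inhibition above the mean of all tested compounds plus 3 SD, cutoff set per screening run, cut at about 7.5% in these data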;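 also: red hydrolysis product quenches plate fluorescence so inhibitors raise well fluorescence; 0% = enzyme with DMSO and 100% = DMSO without enzyme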
HCV NS3 hel inh – inhibitors of Hepatitis C virus NS3 helicase; 290,000 compounds, 0.56% hits; inhibition, % at 10.9 µM; NS3 helicase DNA unwinding, Cy5 molecular beacon fluorescence; AID 1800;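 active = inhibition above the mean of all tested compounds plus 3 SD, set per campaign, cut at about 35% in these data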;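 also: 0% = DMSO wells and 100% = thioflavine S control wells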
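System: NS3 helicase fragment of HCV / Schedule: 1 h at 25 °C / Control set: DMSO alone as 0% and 110 µM thioflavine S as 100% / Reagent: Cy5/quencher beacon DNA duplex and ATP to start / Technique: Cy5 fluorescence / Replication: singlicate / Evaluation: % inhibition of end-to-start signal ratio versus controls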
MEKK3 PB1 HTS – raises or lowers MEK5 binding to the human MEKK3 PB1 domain | binding response (% of control), % at 10 µM | bead-based flow cytometry, Alexa488-MEK5 binding to MEKK3; actives lie on both sides; 0 = blocked by unlabeled MEK5, 100 = vehicle | Q99759 | AID 1529 | 290,000 compounds, 1.4% hits;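 active = binding response more than 3 SD above or below the average of its plate-row segment, actives on both sides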;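 also: Alexa488 bead fluorescence after subtracting the streptavidin-only scavenger bead signal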
Target sequence (Q99759 whole entry, looked up, the tested form may be a part): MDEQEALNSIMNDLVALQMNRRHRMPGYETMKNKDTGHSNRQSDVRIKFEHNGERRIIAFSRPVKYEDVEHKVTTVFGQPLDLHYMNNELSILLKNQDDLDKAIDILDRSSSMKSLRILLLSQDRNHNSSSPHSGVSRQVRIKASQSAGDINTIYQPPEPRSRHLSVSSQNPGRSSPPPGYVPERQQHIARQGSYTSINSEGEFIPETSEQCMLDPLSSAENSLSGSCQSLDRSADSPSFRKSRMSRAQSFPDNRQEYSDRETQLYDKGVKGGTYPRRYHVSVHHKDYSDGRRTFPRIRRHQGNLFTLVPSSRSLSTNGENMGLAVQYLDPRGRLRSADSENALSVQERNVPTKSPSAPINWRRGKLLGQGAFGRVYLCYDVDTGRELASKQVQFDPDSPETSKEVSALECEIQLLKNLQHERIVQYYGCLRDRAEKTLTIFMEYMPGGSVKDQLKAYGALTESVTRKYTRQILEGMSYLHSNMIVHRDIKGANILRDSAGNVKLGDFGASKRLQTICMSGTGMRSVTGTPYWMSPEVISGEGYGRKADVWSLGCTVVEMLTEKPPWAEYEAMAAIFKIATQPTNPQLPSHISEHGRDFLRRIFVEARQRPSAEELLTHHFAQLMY
* = called active by the depositor; . = not tested or not shown. Only part of the results is shown. The share of hits here may be higher or lower than overall.

SMILES	pCIP destab	UBC9 SUMO inh	PHOSPHO1 inh	IDE act	FID counter	IMP-1 inh	VIM-2 inhibitor	HCV NS3 hel inh	MEKK3 PB1 HTS
NNC(=O)COc1ccc(C2SCCS2)cc1	-12	-9	32	9	-7	-3.8	-1.8	-3	59
CCCc1cc(=O)[nH]c(SCC(=O)Nc2ccccc2C#N)n1	-6	3	-15	-3	-2	-2.6	-3.4	6	105
CO/N=C(\c1ccccc1)c1cccnc1	-3	12	34	3	-1	-1.3	-0.7	12	109
Cc1cc(C)cc(C(=O)Nc2nnc(SCC(=O)N3CCCc4ccccc43)s2)c1	-18	10	-23	3	-1	-3.6	-1.2	7	92
CSc1ccccc1NC(=O)Cc1ccccc1	-5	0	-104	2	3	-2.0	-2.3	-10	101
COC(=O)C(NC(=O)CCc1nnc2ccc(N3CCCCC3)nn12)C(C)C (stereo not given)	5	-7	50	0	-27	-2.4	-2.0	7	102
CCNC(=S)NNC(=O)c1csc(C(C)C)c1	-28	2	3	1	-2	-5.3	-4.6	9	96
OCCNCc1cccc(Br)c1	5	6	16	-3	-3	-3.8	-1.5	-4	100
c1ccc(-c2ccccc2OCCOCCN2CCOCC2)cc1	-7	10	24	-1	6	4.3	-1.0	1	104
COc1ccc(NC(=O)c2ccc3c(c2)C(=O)N(CC2CCCO2)C3=O)cc1O (stereo not given)	-5	-2	52	-1	-12	-2.2	-2.4	1	101
COCCCN(C(=O)Cn1ncc2c(=O)oc3ccc(C)cc3c21)C(C)c1ccncc1 (stereo not given)	-12	-8	5	-4	-5	-2.0	0.7	2	106
Cc1n[nH]c(C)c1CCNC(=O)C1CCC(=O)N(CCc2cccc(F)c2)C1 (stereo not given)	-1	-8	17	1	-10	-0.6	-1.2	-2	102
Cc1cc(C)c(C)c(OCCCCN(C)Cc2ccccc2)c1	3	-20	8	-2	24	-1.5	-2.8	-74	101
Cc1ccc2c(c1)c1c(n2C)-c2[nH]ncc2CC1	2	-52	6	-4	3	-1.4	-2.7	-12	112
CCc1cccc2c(SC(C)C(=O)NCC3CCCO3)nc(-c3ccccc3)nc12 (stereo not given)	-23	7	-6	0	1	-2.4	-0.3	-4	97
CCOc1ccccc1NC(=O)c1cccc(NC(=O)c2ccco2)c1	-1	14	48	3	-22	-1.9	-3.3	-6	85
CCOc1cc(C=O)cc(Br)c1OCC(=O)NCCc1ccccc1	-11	28	23	-2	-20	-2.5	-2.1	-14	104
CC(C)(C)c1[nH]nc2c1C(c1ccc(OC(=O)c3ccco3)cc1)C(C#N)=C(N)O2 (stereo not given)	-18	25	19	-1	-23	-2.1	-4.5	-13	104
COc1ccc(OC)c(C(c2nnnn2CCc2ccccc2)N2CCN(c3ccccc3)CC2)c1 (stereo not given)	-8	-4	-8	5	-28	-4.0	-3.3	1	105
CCc1ccc(NC(=O)[C@H](C)NC(=O)C2CCN(C(=O)[C@@H](NC(=O)OC(C)(C)C)C(C)C)CC2)cc1	-4	6	38	-3	-37	-3.7	-1.1	-5	105

A run of entries taken from the entries so far, for reference:
SMILES	pCIP destab	UBC9 SUMO inh	PHOSPHO1 inh	IDE act	FID counter	IMP-1 inh	VIM-2 inhibitor	HCV NS3 hel inh	MEKK3 PB1 HTS
NNC(=O)COc1ccc(C2SCCS2)cc1	-12	-9	32	9	-7	-3.8	-1.8	-3	59
CCCc1cc(=O)[nH]c(SCC(=O)Nc2ccccc2C#N)n1	-6	3	-15	-3	-2	-2.6	-3.4	6	105
CO/N=C(\c1ccccc1)c1cccnc1	-3	12	34	3	-1	-1.3	-0.7	12	109

(cont.)
SMILES	pCIP destab	UBC9 SUMO inh	PHOSPHO1 inh	IDE act	FID counter	IMP-1 inh	VIM-2 inhibitor	HCV NS3 hel inh	MEKK3 PB1 HTS
Cc1ccc(C(=O)Nn2cnnc2)c(Cl)c1	-23	4	40	2	-2	-2.7	-2.0	3	106
Clc1ccc(COc2cccc(CNCc3ccncc3)c2)cc1	3	7	59	6	18	-4.1	-1.9	-25	105
CCOC(=O)C1=C(N)OC2=C(C(=O)CC(C)C2)C1c1cccnc1 (stereo not given)	0	5	10	-5	1	-0.3	-3.3	0	102
O=c1c2c3c(sc2ncn1Cc1ccc(F)cc1)CCC3	-7	22	7	-2	-5	-0.7	-1.5	-1	98
O=C(Nc1c(C(=O)O)[nH]c2ccccc12)NC1CCCCC1	9	6	40	-1	-6	-3.3	-2.9	4	90
Nc1cc(CN2C(=O)c3ccccc3C2=O)cc(Cl)c1O	-2	-12	-7	1	-6	-4.5	-1.1	4	89
O=C(Cn1ncc(Cl)c(Cl)c1=O)NCC1CCCCC1	-11	10	-21	0	-4	-3.2	-2.7	11	100
CC(=O)c1cccc(N=C2NC(=O)CS2)c1	4	4	7	0	1	-3.3	-4.3	2	101
CC(C)OC(=O)Nc1ccc2c(c1)N(C(=O)CCN1CCN(CCO)CC1)c1ccccc1CC2	-12	21	2	3	13	-0.5	0.1	-26	86
COc1ccccc1CNC(=O)COC(=O)c1cnccn1	5	18	-16	0	6	-0.7	-0.5	5	82
COC(=O)c1cccc(NC(=O)Nc2ccc(Cl)cc2Cl)c1	-6	-16	20	2	3	-1.9	-1.0	-8	104
COc1cccc(CNC(=O)CCCn2c(=S)[nH]c3cc4c(cc3c2=O)OCO4)c1	0	8	2	-1	-35	-2.5	-1.8	5	102
C=CCSc1nc(=O)n2ccccc2n1	-9	8	-26	-3	2	-2.5	-2.0	1	101
CCn1c(SCC(=O)N2CCC(C)CC2)nc2c1c(=O)n(C)c(=O)n2C	-7	22	19	-2	-26	-1.0	0.6	-26	103
CC(=O)Nc1ccc(N/C=C(\C=O)c2nc3ccccc3o2)cc1	4	26	32	3	0	-3.4	-1.6	-9	96
Cn1cnnc1SCC(=O)c1c(N)n(Cc2ccccc2)c(=O)n(C)c1=O	17	15	28	.	-8	-2.2	-4.7	1	103
Cc1ccc(-c2nc(NCc3ccco3)n(C(=O)c3ccco3)n2)cc1	-8	22	-16	2	-1	-2.0	-1.9	3	103
CC(C)(C)NC(=O)C(=O)NCc1ccccn1	2	7	53	7	-2	-0.7	-2.8	-6	102
CCCCn1c(SCC(=O)N2CCCc3ccccc32)nc2c1c(=O)n(C)c(=O)n2C	-13	30	21	2	1	-1.3	-2.8	-5	100
Cc1cc(C)n(CCNC(=O)c2cc(COc3ccc4ncccc4c3)on2)n1	-13	8	27	7	-32	-3.2	-4.2	-2	95
Cc1ccc(Nc2cc(C(=O)NCCCN3CCOCC3)c3ccccc3n2)cc1C	6	-6	15	4	22	0.3	0.1	-42	101
COc1ccccc1N1CCN(C(=O)CSc2nc3ccccc3nc2N2CCCCC2)CC1	9	-19	39	5	-41	-1.0	-1.3	-10	99
CCCCn1c(N)c(N(CCC(C)C)C(=O)CSc2nnc(Nc3ccccc3)s2)c(=O)[nH]c1=O	21	17	-14	2	-26	-5.8	-5.4	-7	118
Cc1ccc(NCc2n[nH]c(=S)n2-c2ccccc2)c(C)c1	-2	3	0	5	-14	-2.5	-3.5	-6	100
Cc1ccc2ccc(C(Nc3ccccn3)c3ccccc3)c(O)c2n1 (stereo not given)	-26	-42	4	7	-8	-6.3	-5.6	6	97
COc1ccccc1-c1ccc(SCc2cccc(F)c2)nn1	-6	-6	51	-12	-15	-0.8	1.7	-2	101
O=C(CCC(=O)c1ccc(F)cc1)NC1CCCN(Cc2ccccc2F)C1 (stereo not given)	2	8	5	2	-3	-1.3	-2.2	1	100
COc1ccc(NC(=O)CSc2n[nH]c(C)c2[N+](=O)[O-])cc1	1	3	37	4	-2	-0.8	-0.2	12	95
Cc1cc(C)n2[nH]c(=O)c(N=Nc3ccc(S(N)(=O)=O)cc3)c2n1	5	-10	33	0	11	-7.5	-5.8	1	92
COC(=O)/C(C#N)=C/c1c(N2CCN(c3ccccc3)CC2)nc2c(C)cccn2c1=O	-12	13	45	-2	-35	-1.7	2.0	-18	105
Cc1ccc(-c2cnc3ccccc3n2)cc1C	5	1	14	-1	-9	-1.5	0.9	-4	101
O=c1[nH]c(CN2CCN(S(=O)(=O)c3ccc(Cl)cc3)CC2)nc2cc(Cl)ccc12	5	-18	-11	0	7	-2.3	-0.4	1	99
COC(=O)N/N=C1\CCCc2ccccc21	-1	6	-13	4	-2	-3.7	-1.9	-3	105
Cn1c(C(=O)OCC(=O)NCc2ccco2)cc2sccc21	-8	19	-6	-3	-8	2.2	-1.0	12	101
O=C(CCS(=O)(=O)c1cccc2nonc12)NC1CCCCCC1	15	-3	-1	4	6	-0.5	-1.9	1	108
Cc1ccc(C(=O)N/C(=C/C=C\c2ccccc2)C(=O)NCc2ccco2)cc1	-17	24	15	4	-23	-2.8	-3.0	3	77
CCCCN(C(=O)c1cc(OC)c(OC)c(OC)c1)C1=CC2CCC(C1)N2C (stereo not given)	-3	18	16	5	6	-3.4	-2.2	-2	97
Cc1ccccc1OCC(=O)Nc1ccc(N2CCN(C(=O)C(C)C)CC2)c(Cl)c1	-14	8	56	-2	-33	-3.9	-4.6	-8	122*
C=CCn1c(N)cc(=O)nc1SC(C)C(=O)Nc1ccc(C(=O)OCC)cc1 (stereo not given)	6	1	-68	2	-28	-2.5	-1.5	0	97
CCCn1c(SCC(=O)Nc2cccc(C)n2)nnc1C(C)C	0	5	5	.	-7	-1.6	-2.4	4	88
COc1ccc2c(Cl)c(C(=O)OCC(=O)c3ccc4c(c3)NC(=O)CO4)sc2c1Cl	-4	21	0	10	-1	-1.6	-1.6	13	107
COc1ccc(S(=O)(=O)N(C)CC(=O)NCc2cccnc2)cc1Cl	-6	13	-4	-1	-6	-3.1	-3.3	24	99
CCn1c(CCNC(=O)c2ccc(C)cc2)n[nH]c1=S	-7	0	0	-5	-5	-1.7	-1.1	4	90
Cc1n[nH]c(C)c1CCC(=O)N/N=C/c1c(C)[nH]c2ccccc12	2	-2	32	10	-9	-4.0	-3.8	-6	108
Cn1cccc1/C=N/n1c(-c2ccc(Cl)cc2)n[nH]c1=S	-10	13	66*	-11	-7	0.3	0.7	-1	106
COc1ccc(NC(=O)CCC(=O)N/N=C/c2ccncc2)cc1	-11	3	-10	4	-2	-1.9	-4.2	1	94
CCOC(=O)C1=C(C)NC(C)=C(C(=O)OCC)C1C(=O)OCC(=O)N1CCc2ccccc2C1	3	14	1	3	-38	0.5	1.2	1	87
O=C(CC1c2ccccc2Oc2ccccc21)NCc1ccco1	-4	3	9	2	-11	-2.2	1.2	5	96
CCN(CC)c1ccc(NC(=O)Cn2c(C(C)NC(=O)c3ccccc3)nc3ccccc32)cc1 (stereo not given)	-6	10	8	2	-1	-1.9	-1.7	8	101
CC1CC(C)CN(CCCNC(=O)CN2C(=O)COc3ccc(S(=O)(=O)N4CCOCC4)cc32)C1 (stereo not given)	0	2	14	4	6	-1.6	-1.1	16	102

Assay outcomes (PubChem BioAssay)
